Screening results: PubChem BioAssay, National Center for Advancing Translational Sciences (NCATS)
Tb PGK inh: qHTS Assay to Find Inhibitors of Phosphoglycerate Kinase. PGK/GAPDH coupled, Kinase-Glo luminescence, 60 min. Phosphoglycerate kinase, glycosomal (Trypanosoma brucei brucei), P07378. Potency, µM (series often up to 57.5 µM), inactives show at the highest dose activity change, negative = inhibition, usual class: inhibitors. 0.043% of 380,000 active; further: potency means the concentration at half of the fitted maximal effect; on the % scale 0 is the no-effect control and ±100 the full control effect; nearly all actives have a fitted effect of over 60% in size
Target sequence (P07378 whole entry, looked up): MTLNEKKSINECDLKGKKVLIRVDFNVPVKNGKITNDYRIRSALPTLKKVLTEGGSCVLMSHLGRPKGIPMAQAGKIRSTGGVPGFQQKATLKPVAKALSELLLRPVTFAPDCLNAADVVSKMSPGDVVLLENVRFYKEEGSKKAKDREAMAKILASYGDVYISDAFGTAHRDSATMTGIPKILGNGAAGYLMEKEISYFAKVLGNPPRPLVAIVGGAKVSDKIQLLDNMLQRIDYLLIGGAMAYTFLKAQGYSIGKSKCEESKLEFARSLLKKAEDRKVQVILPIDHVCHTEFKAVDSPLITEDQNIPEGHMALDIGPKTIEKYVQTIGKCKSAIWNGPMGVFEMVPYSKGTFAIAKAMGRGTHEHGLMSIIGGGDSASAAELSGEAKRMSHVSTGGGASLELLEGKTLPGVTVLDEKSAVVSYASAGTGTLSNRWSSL
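Luminescent ATP detection (Kinase-Glo Plus) follows a 60-minute room-temperature incubation, with wells lacking PGK as controls. Buffer: 100 mM TEA (pH 7.6), 5 mM MgCl2, 0.01% Tween-20. Coupling enzyme GAPDH (100 nM final) supplies unstable 1,3-BPG in-well.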
TrxR1 inh: qHTS Assay for Inhibitors of Mammalian Selenoprotein Thioredoxin Reductase 1 (TrxR1): qHTS; recombinant rTrxR1, NADPH fluorescence consumption, selenite substrate; Thioredoxin reductase 1, cytoplasmic (Rattus norvegicus), O89049; AID 588453, 2011; Potency, µM (series often up to 114 µM), without a hit: at the top dose activity change, negative = inhibition, most hits filed as inhibitors; 1% of 390,000 active; further: potency means the concentration at half of the fitted maximal effect; on the % scale 0 is the no-effect control and ±100 the full control effect; nearly all actives have a fitted effect of over 65% in size
Target sequence (O89049 whole entry, looked up): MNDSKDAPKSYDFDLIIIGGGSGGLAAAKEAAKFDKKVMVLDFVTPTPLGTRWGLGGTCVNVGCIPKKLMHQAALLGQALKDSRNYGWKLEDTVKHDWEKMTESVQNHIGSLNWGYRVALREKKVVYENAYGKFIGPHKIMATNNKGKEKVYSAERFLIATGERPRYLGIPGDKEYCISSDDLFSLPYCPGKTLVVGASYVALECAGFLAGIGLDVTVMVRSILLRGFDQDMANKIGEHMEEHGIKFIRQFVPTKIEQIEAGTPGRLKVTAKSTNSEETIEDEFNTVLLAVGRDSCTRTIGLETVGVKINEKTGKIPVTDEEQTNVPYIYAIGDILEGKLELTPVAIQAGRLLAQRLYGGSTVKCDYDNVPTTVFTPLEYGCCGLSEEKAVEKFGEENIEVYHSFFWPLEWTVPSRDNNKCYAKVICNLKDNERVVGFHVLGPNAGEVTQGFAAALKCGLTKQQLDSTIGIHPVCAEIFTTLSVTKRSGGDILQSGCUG
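Rat TrxR1 (90 nM in the dispensed reagent) was pre-reduced with 400 uM NADPH for 5 min at room temperature, then incubated with compound for 15 min. After 400 uM selenite was added, NADPH fluorescence (Ex 340/Em 450 nm) was followed for 8 min.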
PI4K2A inh: qHTS for small molecular inhibitors of PI4K2A; Phosphatidylinositol 4-kinase type 2-alpha (Homo sapiens), Q9BTU6; purified PI4K2A, ADP-Glo luminescence, 1 h; hits give low values; activity change, negative = inhibition, % at 76.9 µM; 0.13% of 420,000 active; AID 1346378, 2018; in the data active means activity change below about -50%; inconclusive means mostly about -30% to -49%;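 further: -100% = wells without enzyme as full effect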
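In this quantitative HTS, ADP production by PI4K2A was quantified luminescently after 1 h at ambient temperature; 100 microM adenosine served as plate-quality control.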
TrxR1 substrate: qHTS Assay for Substrates of Mammalian Selenoprotein Thioredoxin Reductase 1 (TrxR1): qHTS; purified TrxR1 substrate turnover, NADPH consumption readout; AID 588456, 2011; Thioredoxin reductase 1, cytoplasmic (Rattus norvegicus), O89049; 0.01% of 390,000 active; Potency, µM (titrated, usually from 114 µM), inactives show at the top dose activity change, negative = substrate turnover; further: potency means the concentration at half of the fitted maximal effect; on the % scale 0 is the no-effect control and ±100 the full control effect; nearly all actives have a fitted effect of over 50% in size
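Rat TrxR1, dispensed at 90 nM, was prereduced with 400 uM NADPH (final) for 5 min at ~22 deg C, then incubated with compound 15 min before 400 uM selenite. A first-read NADPH fluorescence drop versus no-compound background flagged substrates.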
IDH1 R132H inh: qHTS for Inhibitors of mutant isocitrate dehydrogenase 1 (IDH1): qHTS | Isocitrate dehydrogenase [NADP] cytoplasmic (Homo sapiens), O75874 | IDH1-R132H enzyme, NADPH consumption, diaphorase/resazurin fluorescence | Potency, µM (doses to about 76.6 µM), for inactives: at the top dose activity change, negative = inhibition, most hits filed as inhibitors | 0.093% of 390,000 active | AID 602179, 2012; further: potency means the concentration at half of the fitted maximal effect; on the % scale 0 is the no-effect control and ±100 the full control effect; nearly all actives have a fitted effect of over 65% in size
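IDH1-R132H (0.5 ug/mL) preincubated 30 min with compound, then NADPH (0.016 mM) and alpha-KG (2 mM) added; 80 min at RT, pH 7.5. Remaining NADPH coupled via diaphorase/resazurin to fluorescence (540/590 nm); concentration-response curves normalized to no-enzyme control.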
USP1 inh: Inhibitors of USP1/UAF1: Primary Screen | Potency, µM (titrated, usually from 57.1 µM), for inactives: top-dose activity change, negative = inhibition, hits mostly inhibitors | Ubiquitin carboxyl-terminal hydrolase 1 (Homo sapiens), O94782 | 0.23% of 390,000 active | recombinant USP1/UAF1, Ub-Rhodamine cleavage fluorescence | AID 743255, 2014; further: potency means the concentration at half of the fitted maximal effect; on the % scale 0 is the no-effect control and ±100 the full control effect; nearly all actives have a fitted effect of over 60% in size; inactives centre near -12
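USP1/UAF1 complex (1 nM) preincubated 15 min at room temperature with compound, then Ub-Rho substrate (150 nM final) added. Kinetic fluorescence at 480/540 nm over 6 reads at 60 s intervals; 50 mM HEPES pH 7.8, 0.5 mM EDTA, 0.1 mg/ml BSA, 1 mM TCEP, 0.01% Tween-20.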
GLS inhibitor: qHTS for Inhibitors of Glutaminase (GLS) | GLS enzymatic activity, qHTS titration | Potency, µM (doses to about 45.5 µM), for the others: at the top dose activity change, negative = inhibition, hits mostly inhibitors | Glutaminase kidney isoform, mitochondrial (Homo sapiens), O94925 | 0.21% of 410,000 active | AID 624170, 2012; further: potency means the concentration at half of the fitted maximal effect; on the % scale 0 is the no-effect control and ±100 the full control effect
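hKGA in 45 mM KH2PO4 pH 8.2, 0.02% Tween-20 with pin-transferred compounds; 1 mM L-glutamine (stock) plus glutamate oxidase/HRP/Amplex Red coupling added. Fluorescence read initially and after 30 min at RT.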
Pin1 inhibitor: qHTS Assay to Find Inhibitors of Pin1. Pin1 FP peptide displacement, HiFluor488, 10 min. Potency, µM (titrated, usually from 115 µM), inactives show at the top dose activity, negative = inhibition, actives largely listed as inhibitors. 0.009% of 390,000 active; active means well fitted inhibition curve with a large enough effect in the polarisation, with a control signal flat, not every such curve was filed as active; inconclusive means small, poorly fitted or top-dose-only effect, or effect the other way, or a change in a side signal; inactive means no such curve, though single readings can be large or run the other way; the % refers to the polarisation; further: potency means the concentration at half of the fitted maximal effect; on the % scale 0 is the no-effect control and ±100 the full control effect
HP1b chromo inh: HTS for Inhibitors of HP1-beta Chromodomain Interactions with Methylated Histone Tails | Potency, µM (titrated, usually from 114 µM), for inactives: top-dose activity change, negative = inhibition, hits mostly inhibitors | 0.56% of 390,000 active | AlphaScreen HP1-beta / biotin-H3K9me3 peptide binding; further: potency means the concentration at half of the fitted maximal effect; nearly all actives have a fitted effect of over 70% in size; inactives centre near 23
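AlphaScreen: HP1-beta (50 nM) preformed 30 min with biotin-H3(1-18)K9me3 peptide (50 nM) in PBS pH 7.4, 0.01% Tween-20. Compound added for 30 min at RT, then streptavidin donor/nickel chelate acceptor beads (10 ug/mL) for 30 min.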
Starred values were filed as active, the others as inactive; i = inactive; ? = inconclusive; / = no result given; & = joins results of further samples; [ ] = remark or other dose. Unless noted, the call rests on the fitted dose curve; in most records, active means well fitted curve in the direction sought with a large enough effect; inconclusive means small, poorly fitted or top-dose-only effect, or another doubt; inactive means no such curve, though single readings can be large; an effect the other way counts as inactive or inconclusive.

SMILES	Tb PGK inh	TrxR1 inh	PI4K2A inh	TrxR1 substrate	IDH1 R132H inh	USP1 inh	GLS inhibitor	Pin1 inhibitor	HP1b chromo inh
C[C@H]1CN([C@@H](C)CO)S(=O)(=O)c2ccc(C3=CCCC3)cc2O[C@@H]1CN(C)C(=O)C1CCCCC1	4%	/	-2	/	?	-8%	9%	/	/
Cc1[nH]c2ccccc2c1C1(O)C(=O)N(Cc2ccccc2Cl)c2ccccc21 (centres undefined)	i	11%	10	-3%	-1%	-28%	16%	6%	?
CCOc1cccc(CNC(=O)c2ccc(N3CCCC3)c(NC(=O)NCc3ccccc3)c2)c1	i	15%[57.1 µM]	2	3%[57.1 µM]	-11%	?	3%	-2%	6%
CCCn1c(SC/C(O)=C(\C#N)c2nc3ccccc3[nH]2)n[nH]c1=O	4%	3%[57.1 µM]	-2	-1%[57.1 µM]	3%	-25%	-1%	?	27%
CC(C)N(CC(O)COc1ccc(CC(N)=O)cc1)CC(O)COc1ccc(CC(N)=O)cc1 (centres undefined)	-3%	27%	1	7%	3%	-11%	23%	-2%	18%
Cc1cc(=O)[nH]c2nnc(-c3ccc(Cl)cc3)n12	i	13%[57.1 µM]	-2	9%[57.1 µM]	28%	-7%	0%	-11%	25%
Cc1onc(-c2ccccc2Cl)c1C(=O)NC(=S)Nc1ccccc1C(N)=O	-9%	-23%	9	5%	6%	-21%	14%	-3%	-12%
COc1ccc(C2NC(=O)c3ccccc3O2)cc1OC (centres undefined)	/	10%	5	12%	11%	0%	2%	6%	12%
O=C(CN1C(=O)NC2(CCCc3ccccc32)C1=O)Nc1cccc(S(=O)(=O)N2CCCCC2)c1 (centres undefined)	-7%	-9%	6	-7%	3%	-16%	-6%	7%	-11%
CCN(c1cccc(C)c1)S(=O)(=O)c1cn(CC(=O)OC)c2ccc([N+](=O)[O-])cc12	-7%	26%	4	4%	0%	-25%	-12%	0%	61%[activator]
O=C(COc1ccccc1)Nc1ccc(CSc2ccccc2)cc1	7%	-5%	-7	-3%	9%	1%	3%	2%	24%
CC1=C(C(=O)OC2CCCCC2)C(c2ccccc2)NC(=O)N1 (centres undefined)	i	13%[57.1 µM]	6	0%[57.1 µM]	4%	-18%	-10%	-9%	29%
CCOc1ccc(OCCCC(=O)O)cc1	i	6%	2	-4%	15%	-7%	7%	-5%	-2%
COc1ccc(NC(=O)C2=NNC(=O)CC2)cc1S(=O)(=O)N1CCCCC1	-2%	37%[activator][57.1 µM]	4	10%[57.1 µM]	7%	-9%	-12%	-4%	-7%
COc1ccc(C(=O)Nc2ccc(O)c3ccccc23)cc1	-3%	-13%	-6	-8%	3%	-24%	52%[activator]	1%	-17%
COCCn1c(SCC(=O)Nc2sccc2C(N)=O)nnc1-c1ccncc1	9%	4%[57.1 µM]	12	5%[57.1 µM]	-4%	-11%	11%	7%	7%
O=C(COc1ccc(S(=O)(=O)N2CCCC2)cc1Cl)Nc1ccc2c(c1)OCO2	4%	6%[57.1 µM]	1	7%[57.1 µM]	6%	-20%	0%	-1%	24%
O=C(CSc1ccc(-c2ccccn2)nn1)NCc1ccccc1	i	14%[57.1 µM]	5	1%[57.1 µM]	4%	-12%	5%	-9%	2%
COc1ccc([N+](=O)[O-])cc1NS(=O)(=O)c1ccc(C)cc1	-3%	-24%[57.1 µM]	3	-12%[57.1 µM]	9%	-21%	1%	-3%	12%
O=[N+]([O-])c1cccc(C2(O)COc3ccccc3O2)c1 (centres undefined)	3%	0%[57.1 µM]	8	-10%	5%	-9%	-14%	5%	1%
CCOc1ccc(CN2C(=O)c3ccccc3Sc3ccc(C(=O)NCc4ccc(C)cc4)cc32)cc1	i	14%	-1	-4%	-10%	-24%	3%	22%	31%
C=C(C)CSc1nnc(CCNC(=O)OC(C)(C)C)o1	-9%	-9%	2	12%[57.1 µM]	7%	6%	3%	1%	30%
O=C(Nc1ccc(S(=O)(=O)Nc2ccnn2-c2ccccc2)cc1)C(F)(F)F	i	20%	4	4%	1%	-15%	2%	7%	?
COCCNC(=O)c1cc(-c2ccncc2)nc2ccc(S(=O)(=O)N3CCOCC3)cc12	i	16%	1	-7%	3%	-9%	-20%	4%	32%
CC(=O)[C@@H]1[C@@H]2C(=O)N(Cc3ccccc3)C(=O)[C@@H]2C2c3ccccc3C=CN21 (some centres undefined)	-6%	?	-25	6%	-17%	18µM*	-1%	?	-2%
O=C(Cc1cccs1)Nc1nnc(SCc2ccc(C(F)(F)F)cc2)s1	-4%	-25%	0	-16%	4%	0%	15%	23%	32%
CCOC(=O)CN1NC2(CCCC(C)C2)NC1=S (centres undefined)	-4%	3%	4	5%	2%	-5%	16%	-9%	38%
Cc1ccc(NC(=O)c2ncn(CCCNCc3ccccn3)n2)cc1C	0%	-12%	0	4%	-8%	2%	0%	-2%	35%
N#Cc1c(-c2ccccc2F)cc(-c2cccnc2)nc1N	-6%	12%[57.1 µM]	-2	75%[activator][57.1 µM]	-2%	-17%	-3%	-1%	55%[activator]
O=C(O)c1ccccc1-n1c(-c2ccccc2)cc2c1CCCC2=O	-3%	-4%[57.1 µM]	3	-4%[57.1 µM]	9%	-20%	0%	0%	17%
CC1=CC(C)(C)NC(=S)N1C(C)c1ccccc1 (centres undefined)	-9%	-5%	3	-3%	12%	-11%	-1%	-1%	18%
CCN1C(=O)[C@H]2[C@@H](c3ccc(C(F)(F)F)cc3)N[C@]3(CCCN(Cc4ccc(OC)cc4)C3=O)[C@H]2C1=O	4%	/	2	/	0%	-6%	1%	/	/
CCOC(=O)/C(C#N)=C\c1ccco1	-14%	?	1	-14%	2%	-5%	-7%	7%	20%
Cc1nc2scc(-c3cccs3)c2c(=O)n1CC(=O)O	-5%	15%[57.1 µM]	0	6%[57.1 µM]	12%	-10%	2%	-4%	37%
COc1cccc(C2CC(c3ccccc3Cl)n3ncnc3N2)c1 (centres undefined)	3%	2%	-3	-1%	14%	-11%	8%	1%	10%
CCS(=O)(=O)N1CCN(C(=O)C(c2ccccc2)c2ccccc2)CC1	8%	5%	-11	11%	7%	-5%	/	3%	47%[activator]
CCn1c(SCC(=O)Nc2ncc(C(F)(F)F)cc2Cl)nnc1-c1ccccc1	5%	2%	-4	2%	-5%	-3%	-5%	0%	30%
CC(=O)OCC(=O)[C@@]1(O)CC[C@H]2[C@@H]3CCC4=CC(=O)CC[C@]4(C)[C@H]3C(=O)C[C@@]21C	-4%	-7%[57.1 µM]	-5&4&-5	1%[57.1 µM]	7%	-20%	-10%&-4%	9%	54%[activator]
O=C(Nc1ccc(Cl)cc1)C1=Cc2cc(Cl)ccc2OC1	-8%	2%	-8	-3%	7%	-17%	5%	6%	39%[activator]
Cc1nn(C(C)C(=O)Nc2ccccc2Cl)c(=O)c2nn(-c3ccccc3)c(C)c12 (centres undefined)	4%	-4%	3	-5%	-16%	-11%	7%	4%	44%[activator]
CCCn1nc(C(=O)Nc2nnc(C3CC3)s2)c2ccccc2c1=O	-7%	6%	6	-4%	1%	2%	4%	-1%	15%
CCC(=O)Nc1cc(OC)c(NC(=O)c2ccccc2)cc1OC	2%	-6%[57.1 µM]	9	-3%	0%	0%	23%	7%	-6%
C=CCNc1nnc(SC2CC(=O)N(c3ccc(OCCC)cc3)C2=O)s1 (centres undefined)	2%	7.1µM*	3	-7%	19%	-3%	8%	8%	-24%
COC(=O)c1sc(N)c(C(=O)OC)c1COC(=O)CNS(=O)(=O)c1cccc(C#N)c1	0%	-15%	5	-18%	7%	-8%	15%	14%	13%
CCCNC(=O)c1ccc(Cn2c(SCC(N)=O)nc3ccccc3c2=O)cc1	-9%	17%[57.1 µM]	1	-3%[57.1 µM]	0%	-14%	-14%	-8%	15%[57 µM]
Cn1c(SCC(=O)N2c3ccccc3Sc3ccccc32)nc2ccccc21	-5%	-5%	5	-8%	0%	-21%	11%	22%	5%
COCC(C)NC(=O)c1nn(Cc2ccccc2)c(=O)c2ccccc12 (centres undefined)	-1%	-10%	0	-7%	1%	-15%	0%	-6%	37%

Only part of the results is shown. The share of hits here may be higher or lower than overall.
